Screening data as filed in PubChem.
SENP8 block-1: blocks the human protease SENP8 | Q96LD8 | purified SENP8, Z-RLRGG-aminoluciferin cleavage, luminescence | inhibition, % at 10 µM | 330,000 compounds, 1.2% hits | AID 2540; in the data active = inhibition above about 50%
SENP8 block-2: SENP8 (human) protease inhibition; Q96LD8; recombinant SENP8, Nedd8 substrate fluorescence; inhibition, % at 20 µM; 360,000 compounds, 0.64% hits; AID 602440; in the data active = inhibition mostly above about 40%, no sharp cut-off; inactive = mostly below about 27%
SENP7 inh: blocks the human protease SENP7. recombinant SENP7, Z-RLRGG-aminoluciferin luminescence, 40 min. 330,000 compounds, 1.5% hits. inhibition, % at 5 µM. AID 434973;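 active = inhibition above about 50% at the single test dose, limit read from the data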;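 note: plate controls were DMSO with enzyme for no effect and no enzyme buffer wells for full effect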
Apaf1 inhib: blocks human Apaf-1 apoptosome activity | O14727 | reconstituted apoptosome caspase-3 activity, DEVD-Rh110 fluorescence | inhibition, % at 20 µM | 330,000 compounds, 0.71% hits | AID 489030; active = inhibition of at least 40% at 20 µM;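 note: plate controls were DMSO wells for no effect and DEVD-CHO caspase inhibitor wells for full effect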
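Material: cell-free apoptosome with Apaf-1, procaspase-3 and caspase-9; Buffer or medium: Hepes pH 7.5 with detergent and BSA; Reagent: cytochrome c trigger plus (Z-DEVD)2-Rh110 caspase-3 substrate; Times: compound with Apaf-1, dATP, procaspase-3 30 min, then 50 min reaction, room temperature; Technique: Rh110 fluorescence intensity.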
HKDC1 inh: HKDC1 (human) hexokinase inhibition; recombinant HKDC1, G6PDH/diaphorase resazurin coupled fluorescence; 340,000 compounds, 0.16% hits; inhibition, % at 20 µM;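 active = inhibition above about 35% when tested at 20 µM, limit read from the data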;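 note: plate controls were DMSO wells with enzyme for no effect and DMSO wells lacking enzyme for full effect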
Target sequence (Q2TB90 whole entry, looked up): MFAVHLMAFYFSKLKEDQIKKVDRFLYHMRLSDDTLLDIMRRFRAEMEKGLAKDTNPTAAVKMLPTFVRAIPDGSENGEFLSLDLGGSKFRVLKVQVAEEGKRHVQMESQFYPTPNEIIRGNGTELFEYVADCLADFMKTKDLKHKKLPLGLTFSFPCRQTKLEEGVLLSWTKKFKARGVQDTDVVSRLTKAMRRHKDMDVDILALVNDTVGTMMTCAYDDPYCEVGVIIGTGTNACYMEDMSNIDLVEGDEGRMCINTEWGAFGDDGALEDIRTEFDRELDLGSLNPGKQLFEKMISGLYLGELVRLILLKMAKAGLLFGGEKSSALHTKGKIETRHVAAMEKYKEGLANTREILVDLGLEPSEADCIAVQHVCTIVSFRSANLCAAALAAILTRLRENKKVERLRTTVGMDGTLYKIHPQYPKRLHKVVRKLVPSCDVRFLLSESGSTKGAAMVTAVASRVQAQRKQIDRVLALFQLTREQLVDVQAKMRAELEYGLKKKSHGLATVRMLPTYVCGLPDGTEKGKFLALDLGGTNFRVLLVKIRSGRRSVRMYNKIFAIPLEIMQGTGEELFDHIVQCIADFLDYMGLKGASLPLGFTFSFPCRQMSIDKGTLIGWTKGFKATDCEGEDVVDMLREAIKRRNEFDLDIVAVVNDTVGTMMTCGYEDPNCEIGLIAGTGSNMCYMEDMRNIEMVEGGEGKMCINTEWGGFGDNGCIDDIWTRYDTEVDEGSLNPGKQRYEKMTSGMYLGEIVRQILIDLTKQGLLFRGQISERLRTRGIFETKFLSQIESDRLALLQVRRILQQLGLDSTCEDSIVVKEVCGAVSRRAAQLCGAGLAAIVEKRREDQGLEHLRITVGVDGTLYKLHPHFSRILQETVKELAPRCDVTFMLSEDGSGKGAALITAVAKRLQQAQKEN
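Test system: Recombinant HKDC1 (HK5) hexokinase enzyme, produced in-house | Input: HKDC1 at 5 µg/mL | Buffer or medium: Tris pH 8.0 buffer with MgCl2, Tween-20, BSA, BME | Schedule: 90 min reaction incubation at room temperature, dark | Technique: Resazurin-to-resorufin fluorescence via G6PDH and diaphorase coupling, 525/613 nm | Controls: DMSO wells with and without enzyme mix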
NLRP3 yeast inh: NALP3 inhibition in yeast. Yeast reconstituted NLRP3/ASC/caspase-1, beta-gal luminescence, 24 h. 330,000 compounds, 0.39% hits. AID 2825. inhibition, % at 10 µM;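 active = inhibition of 50% or more; inactive = inhibition below 50%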;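 note: plate controls were induced DMSO wells for no effect and uninduced yeast grown without galactose for full effect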
SENP1 inh: SENP1 (human) catalytic domain inhibition; Q9P0U3; 360,000 compounds, 0.21% hits; recombinant SENP1 catalytic domain, CyPet-SUMO1-YPet FRET cleavage; inhibition, % at 10 µM;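 active = inhibition at least 30% at 10 µM, raw YFP signal under a set limit, fluorescence ratio 0.5 to 1.5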;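 note: 0% = enzyme with DMSO and 100% = no enzyme wells; some results filed as inactive read as strong as hits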
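Test system: human SENP1 catalytic domain; medium: Tris pH 8 buffer plus EDTA, NaCl, BME, BSA, NP40, catalase; incubation: 50 min reaction at room temperature; technique: FRET, CFP and YFP emission; controls: no-enzyme low control and enzyme-plus-DMSO high control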
PfGluPho inh: PfG6PD (Plasmodium falciparum) enzyme inhibition; inhibition, % at 20 µM; 350,000 compounds, 0.78% hits; PfGluPho enzyme, NADPH resazurin-diaphorase fluorescence;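 active = inhibition reaching at least a set limit at 20 µM in the primary screen, cut at about 59% in these data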;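 note: 0% = DMSO wells with substrate and 100% = DMSO wells lacking glucose-6-phosphate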
SENP6 block: SENP6 protease inhibition | inhibition, % at 10 µM | Q9GZR1 | Recombinant SENP6 catalytic domain, aminoluciferin luminescence | 330,000 compounds, 1.8% hits;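 active = inhibition above about 50% at the single tested dose, limit read from the data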;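 note: plate controls were DMSO wells with enzyme for no effect and DMSO wells lacking enzyme for full effect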
Starred values were filed as active, the others as inactive.

Screening COc1cccc(C(=O)OC(C)C(=O)Nc2ccc3c(c2)OCO3)c1 (stereo not given) returned SENP8 block-1 1, SENP8 block-2 10, SENP7 inh 3, Apaf1 inhib 8, HKDC1 inh 0, NLRP3 yeast inh 23, SENP1 inh 0, PfGluPho inh 22 and SENP6 block 17.
`CCC(=O)Nc1nnc(-c2ccco2)o1` gave SENP8 block-1 -16, SENP8 block-2 5, SENP7 inh 9, Apaf1 inhib 1, HKDC1 inh -4, NLRP3 yeast inh 15, SENP1 inh 5, PfGluPho inh 2 and SENP6 block 8.
`Cc1ccc(C)c(N(C(=O)c2snc(C(N)=O)c2N)C(C(=O)NCC2CCCO2)c2ccc(C)o2)c1` (stereo not given) gave SENP8 block-1 -6, SENP8 block-2 -292, SENP7 inh -5, Apaf1 inhib 17, HKDC1 inh -4, NLRP3 yeast inh 8, SENP1 inh -39, PfGluPho inh 16 and SENP6 block 4.
`Cn1c(CN2CCC(C(N)=O)CC2)c(C#N)c2ccccc21` gave SENP8 block-1 5, SENP8 block-2 -4, SENP7 inh 1, Apaf1 inhib -4, HKDC1 inh -1, NLRP3 yeast inh 2, SENP1 inh 1, PfGluPho inh -14 and SENP6 block -3.
O=C(CCCCCCCC(=O)NNC(=O)Nc1ccccc1)NNC(=O)Nc1ccccc1 was read as SENP8 block-1 -2, SENP8 block-2 31, SENP7 inh 2, Apaf1 inhib 0, HKDC1 inh -10, NLRP3 yeast inh 6, SENP1 inh 4, PfGluPho inh 1 and SENP6 block -14.
Screening c1ccc(-c2nnc(N3CCOCC3)nc2-c2ccccc2)cc1 returned SENP8 block-1 0, SENP8 block-2 9, SENP7 inh 10, Apaf1 inhib 10, HKDC1 inh -2, NLRP3 yeast inh -68, SENP1 inh -2, PfGluPho inh 9 and SENP6 block 7.
Screening CC1(C)CC(OC(=O)c2ccccc2)CC(C)(C)N1 returned SENP8 block-1 -1, SENP8 block-2 22, SENP7 inh -17, Apaf1 inhib -4, HKDC1 inh -3, NLRP3 yeast inh 2, SENP1 inh 1, PfGluPho inh -11 and SENP6 block 0.
O=C(NNc1cccc(Cl)n1)c1ccc(Cl)cc1Cl was read as SENP8 block-1 -17, SENP8 block-2 7, SENP7 inh -7, Apaf1 inhib -1, HKDC1 inh -3, NLRP3 yeast inh 11, SENP1 inh 4, PfGluPho inh 14 and SENP6 block -2.
For O=C(NCc1ccc(F)cc1)C1CCN(C(=O)NCc2ccccc2)CC1 the results were SENP8 block-1 0, SENP8 block-2 24, SENP7 inh -3, Apaf1 inhib -7, HKDC1 inh -6, NLRP3 yeast inh 4, SENP1 inh 3, PfGluPho inh 6 and SENP6 block 10.
CC(C)N(C)S(=O)(=O)c1ccc(NC(=O)CSC(=S)N2CCCC2)cc1 was read as SENP8 block-1 -7, SENP8 block-2 8, SENP7 inh 4, Apaf1 inhib 10, HKDC1 inh 2, NLRP3 yeast inh 5, SENP1 inh 1, PfGluPho inh 8 and SENP6 block -3.
For Cn1c(O)c(N=NC(=O)CNC(=O)c2cccnc2)c2ccccc21 the results were SENP8 block-1 11, SENP8 block-2 10, SENP7 inh 3, Apaf1 inhib 6, HKDC1 inh -2, NLRP3 yeast inh -4, SENP1 inh 3, PfGluPho inh 0 and SENP6 block -2.
CCCCOCCCNC(=O)c1ccc(NC(C)=O)cc1 was read as SENP8 block-1 10, SENP8 block-2 3, SENP7 inh 3, Apaf1 inhib -16, HKDC1 inh -12, NLRP3 yeast inh 7, SENP1 inh 1, PfGluPho inh -11 and SENP6 block -17.
CNC(C)c1ccc(S(N)(=O)=O)cc1 (stereo not given) was read as SENP8 block-1 -7, SENP8 block-2 2, SENP7 inh 3, Apaf1 inhib -2, HKDC1 inh -14, NLRP3 yeast inh 6, SENP1 inh 2, PfGluPho inh -4 and SENP6 block 3.
`NC(=O)c1ccsc1NC(=O)COC(=O)c1ccc(Cl)nc1` gave SENP8 block-1 -12, SENP8 block-2 -9, SENP7 inh -10, Apaf1 inhib 1, HKDC1 inh 0, NLRP3 yeast inh 5, SENP1 inh -3, PfGluPho inh -6 and SENP6 block -2.
Cc1cccc(N=Nc2c(C)nn(-c3ccccc3)c2N)c1C was read as SENP8 block-1 5, SENP8 block-2 28, SENP7 inh -6, Apaf1 inhib 16, HKDC1 inh 1, NLRP3 yeast inh -3, SENP1 inh -1, PfGluPho inh 15 and SENP6 block 5.
COc1ccccc1N(CC(=O)Nc1ccccc1C(F)(F)F)S(=O)(=O)c1cccs1 was read as SENP8 block-1 5, SENP8 block-2 -1, SENP7 inh 5, Apaf1 inhib -2, HKDC1 inh 2, NLRP3 yeast inh 2, SENP1 inh 4, PfGluPho inh -6 and SENP6 block 7.
Screening O=C(O)CCn1c(Cc2ccccc2)nc2ccccc21 returned SENP8 block-1 -1, SENP8 block-2 -2, SENP7 inh -6, Apaf1 inhib 1, HKDC1 inh -5, NLRP3 yeast inh 21, SENP1 inh 4, PfGluPho inh -11 and SENP6 block -29.
`Cc1ccccc1-c1nnc(SCC(=O)NC2CCS(=O)(=O)C2)n1C` (stereo not given) gave SENP8 block-1 1, SENP8 block-2 24, SENP7 inh 7, Apaf1 inhib -8, HKDC1 inh 4, NLRP3 yeast inh -7, SENP1 inh 0, PfGluPho inh 2 and SENP6 block 0.
COc1cc(-c2ccc3oc(-c4ccsc4)cc3c2)cc(OC)c1OC was read as SENP8 block-1 1, SENP8 block-2 inactive, SENP7 inh 1, Apaf1 inhib 14, HKDC1 inh 1, NLRP3 yeast inh 14, SENP1 inh -1, PfGluPho inh -20 and SENP6 block -6.
`CC/C(=N\NC(=O)c1ccc2c(c1)OCO2)c1ccccc1` gave SENP8 block-1 -2, SENP8 block-2 -1, SENP7 inh 7, Apaf1 inhib 2, HKDC1 inh 3, NLRP3 yeast inh 4, SENP1 inh -8, PfGluPho inh 3 and SENP6 block 5.
Screening CC(Sc1ncnc2c1cnn2-c1ccccc1)C(=O)NCC1CCCO1 (stereo not given) returned SENP8 block-1 18, SENP8 block-2 -104, SENP7 inh 3, Apaf1 inhib 11, HKDC1 inh -7, NLRP3 yeast inh 18, SENP1 inh -2, PfGluPho inh 8 and SENP6 block 13.
`O=C1[C@@H]2[C@@H]3C[C@@H]([C@H]4ON=C(c5ccc(Cl)cc5)[C@@H]34)[C@@H]2C(=O)N1c1ccc2c(c1)OCO2` gave SENP8 block-1 -1, SENP8 block-2 6, SENP7 inh -1, Apaf1 inhib 7, HKDC1 inh -3, NLRP3 yeast inh 18, SENP1 inh -2, PfGluPho inh 14 and SENP6 block -9.
For O=C1N(c2ccccc2)C[C@@H]2C[C@@H](c3cc4ccccc4o3)N3CCC[C@@]123 the results were SENP8 block-1 8, SENP8 block-2 -14, SENP7 inh 3, Apaf1 inhib 25, HKDC1 inh -5, NLRP3 yeast inh 2, SENP1 inh -6, PfGluPho inh -3 and SENP6 block 12.
For Cc1nc2c(C(=O)N3CCCCC3)cnn2c(C)c1Cc1ccccc1F the results were SENP8 block-1 -8, SENP8 block-2 -307, SENP7 inh -6, Apaf1 inhib -8, HKDC1 inh -10, NLRP3 yeast inh 3, SENP1 inh 1, PfGluPho inh -7 and SENP6 block -11.
O=C(NNC(=O)[C@@H]1CCCC[C@@H]1C(=O)O)Nc1ccccc1 was read as SENP8 block-1 -2, SENP8 block-2 9, SENP7 inh 4, Apaf1 inhib -3, HKDC1 inh -10, NLRP3 yeast inh 4, SENP1 inh 3, PfGluPho inh 7 and SENP6 block 5.
Cc1ccccc1CSc1nnc(-c2ccncc2)o1 was read as SENP8 block-1 -2, SENP8 block-2 4, SENP7 inh 9, Apaf1 inhib -3, HKDC1 inh -5, NLRP3 yeast inh 2, SENP1 inh -2, PfGluPho inh -7 and SENP6 block -6.
Screening COc1ccc(OCC(=O)NC(=S)NNC(=O)COc2ccc(Br)cc2Cl)cc1 returned SENP8 block-1 4, SENP8 block-2 -5, SENP7 inh -6, Apaf1 inhib 1, HKDC1 inh -6, NLRP3 yeast inh 19, SENP1 inh 2, PfGluPho inh 37 and SENP6 block -7.
Screening CN(C)CC1CCC/C(=C\c2ccc(OC(=O)/C=C/c3ccccc3)cc2)C1=O (stereo not given) returned SENP8 block-2 2, HKDC1 inh 33, SENP1 inh 1 and PfGluPho inh 31.
CCOC(=O)N1CCN(C(=O)C2CC(c3cc(OC)ccc3OC)=NO2)CC1 (stereo not given) was read as SENP8 block-1 -2, SENP8 block-2 -73, SENP7 inh 0, Apaf1 inhib -4, HKDC1 inh -7, NLRP3 yeast inh 16, SENP1 inh 2, PfGluPho inh 7 and SENP6 block -10.
`CC(C)(C)OC(=O)NCCCCCNC(=O)c1nc[nH]c1C(=O)NCC(=O)OCc1ccccc1` gave SENP8 block-1 3, SENP8 block-2 12, SENP7 inh 5, Apaf1 inhib 19, HKDC1 inh 1, NLRP3 yeast inh 2, SENP1 inh 1, PfGluPho inh 2 and SENP6 block -9.

The final 3 compounds of the section before open the next one:
Screening CN(C)CC1CCC/C(=C\c2ccc(OC(=O)/C=C/c3ccccc3)cc2)C1=O (stereo not given) returned SENP8 block-2 2, HKDC1 inh 33, SENP1 inh 1 and PfGluPho inh 31.
CCOC(=O)N1CCN(C(=O)C2CC(c3cc(OC)ccc3OC)=NO2)CC1 (stereo not given) was read as SENP8 block-1 -2, SENP8 block-2 -73, SENP7 inh 0, Apaf1 inhib -4, HKDC1 inh -7, NLRP3 yeast inh 16, SENP1 inh 2, PfGluPho inh 7 and SENP6 block -10.
`CC(C)(C)OC(=O)NCCCCCNC(=O)c1nc[nH]c1C(=O)NCC(=O)OCc1ccccc1` gave SENP8 block-1 3, SENP8 block-2 12, SENP7 inh 5, Apaf1 inhib 19, HKDC1 inh 1, NLRP3 yeast inh 2, SENP1 inh 1, PfGluPho inh 2 and SENP6 block -9.
Screening CCOc1ccccc1N=Nc1c(C)[nH]n(-c2ccccc2)c1=O returned SENP8 block-1 -10, SENP8 block-2 28, SENP7 inh 14, Apaf1 inhib 6, HKDC1 inh -4, NLRP3 yeast inh 15, SENP1 inh 6, PfGluPho inh 4 and SENP6 block -12.
For O=C(COc1ccc(F)cc1)Nc1ccc2c(c1)OCCO2 the results were SENP8 block-1 -8, SENP8 block-2 3, SENP7 inh -6, Apaf1 inhib 3, HKDC1 inh -2, NLRP3 yeast inh 29, SENP1 inh 0, PfGluPho inh 3 and SENP6 block -8.
NNC(=O)c1cc2cc(Oc3ccccc3)ccc2[nH]1 was read as SENP8 block-1 -6, SENP8 block-2 -185, SENP7 inh -2, Apaf1 inhib 12, HKDC1 inh -3, NLRP3 yeast inh 29, SENP1 inh 1, PfGluPho inh 6 and SENP6 block 5.
For Cc1ccc(N2C(=O)CC(NNc3nc4ccccc4s3)C2=O)cc1 (stereo not given) the results were SENP8 block-1 -1, SENP8 block-2 18, SENP7 inh 2, Apaf1 inhib 5, HKDC1 inh -12, NLRP3 yeast inh 28, SENP1 inh 2, PfGluPho inh 5 and SENP6 block -9.
